Screening results deposited in PubChem BioAssay by several laboratories.
sEH activator: soluble epoxide hydrolase (human) activation. P34913. purified human sEH enzymatic activity, activator screen. activation, % at 2 µM. hit rate 0.04% among 91,000; in the data active means activation above about 37%; further: values of inactives mirror those of a sister screen read the other way
Target sequence (P34913 whole entry, looked up): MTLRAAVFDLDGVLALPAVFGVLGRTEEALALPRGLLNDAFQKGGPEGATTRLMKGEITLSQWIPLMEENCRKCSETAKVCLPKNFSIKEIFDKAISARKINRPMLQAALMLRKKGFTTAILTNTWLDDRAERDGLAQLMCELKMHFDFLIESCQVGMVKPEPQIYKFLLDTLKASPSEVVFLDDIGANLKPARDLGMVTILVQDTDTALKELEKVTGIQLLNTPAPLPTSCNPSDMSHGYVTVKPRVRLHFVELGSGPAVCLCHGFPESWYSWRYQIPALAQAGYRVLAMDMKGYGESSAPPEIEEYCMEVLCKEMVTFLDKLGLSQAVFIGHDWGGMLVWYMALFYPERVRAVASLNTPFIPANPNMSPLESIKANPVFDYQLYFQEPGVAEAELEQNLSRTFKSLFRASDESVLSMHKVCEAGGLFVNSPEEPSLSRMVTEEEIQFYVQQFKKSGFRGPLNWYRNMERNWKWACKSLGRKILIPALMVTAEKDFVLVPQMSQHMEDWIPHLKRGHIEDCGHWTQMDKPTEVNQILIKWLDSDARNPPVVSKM
PostGolgi yeast: growth inhibition of a yeast mutant, post-Golgi transport screen | hit rate 0.9% among 98,000 | AID 739 | inhibition, % at 10 µM | post-Golgi transport phenotypic cell assay;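 further: yeast cells grown in 1536-well plates; yeast grown about 18 h at 30C before absorbance read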
S1P2 agonist: activates the human S1P2 receptor. O95136. S1P2-expressing cell line, agonist reporter read-out. activation, % at 4.5 µM. hit rate 0.46% among 97,000. AID 729; in the data active means activation above about 16%;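 further: 0% = vehicle low control and 100% = maximal reference agonist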
Mac1 fbg inh: inhibitors of human CD11b/CD18 binding to fibrinogen; P05107+P11215; K562 CD11b/CD18 adhesion to fibrinogen, ATPlite luminescence; Mn2+ added to activate the integrin; inhibition, % at 10 µM; hit rate 0.54% among 93,000; AID 1497;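 active means primary inhibition of 50% or more at 10 µM, then 40% or more on retest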; further: some results filed as inactive read as strong as hits
E coli WT exp: E. coli BW25113 growth inhibition, expanded screen; OD600 absorbance; growth inhibition, % at 100 µM; hit rate 0.15% among 98,000; AID 710;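 active means growth inhibition above about 50% at one test dose, limit read from the data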;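 further: growth measured after 20 h incubation at 37 °C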
S1P2 blocker: S1P2 (human) receptor antagonism; cell-based S1P2 antagonist assay, inhibition at 5 uM; inhibition, % at 5 µM; hit rate 0.21% among 97,000; in the data active means inhibition above about 45%;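 further: CRE beta-lactamase reporter cells expressing human S1P2 stimulated with S1P; 0% = agonist at EC80 alone and 100% = agonist plus reference antagonist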
PLAP activator: human PLAP activation; P05187; purified PLAP enzyme, luminescent substrate read-out; stronger effect = higher value; activation fold at 20 µM; hit rate 1.2% among 96,000; AID 696; in the data active means activation fold above about 2
Target sequence (P05187 whole entry, looked up): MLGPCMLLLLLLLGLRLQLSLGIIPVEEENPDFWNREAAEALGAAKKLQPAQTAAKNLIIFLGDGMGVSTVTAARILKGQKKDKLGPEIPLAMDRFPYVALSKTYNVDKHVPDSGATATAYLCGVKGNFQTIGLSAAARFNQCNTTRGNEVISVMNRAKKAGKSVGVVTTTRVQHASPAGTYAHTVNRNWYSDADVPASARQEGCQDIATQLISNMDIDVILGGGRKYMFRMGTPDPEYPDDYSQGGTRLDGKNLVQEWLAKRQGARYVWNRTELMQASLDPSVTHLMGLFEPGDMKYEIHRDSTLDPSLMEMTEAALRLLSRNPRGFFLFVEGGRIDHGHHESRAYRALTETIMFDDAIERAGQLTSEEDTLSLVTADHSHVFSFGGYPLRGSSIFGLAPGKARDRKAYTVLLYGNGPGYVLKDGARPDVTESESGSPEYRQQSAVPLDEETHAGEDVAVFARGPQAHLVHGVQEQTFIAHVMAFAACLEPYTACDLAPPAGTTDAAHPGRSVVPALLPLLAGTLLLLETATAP
PostGolgi ctrl: inhibits growth of the yeast control strain | efflux-deficient yeast background strain, growth absorbance A615, 16 h | inhibition, % at 10 µM | hit rate 5% among 98,000
sEH inh: blocks human soluble epoxide hydrolase activity | P34913 | recombinant human sEH enzymatic activity assay | inhibition, % at 2 µM | hit rate 0.34% among 91,000; in the data active means inhibition above about 80%; further: values of inactives mirror those of a sister screen read the other way; many of its hits are not listed in these tables
An asterisk follows results filed as active; · = no result given. Unless noted, no stated cut-off is given here; in the data, active means inhibition above about 30%; inactive means the rest. Compounds as they come; 7.1% or so of the library scored in one or more.

| SMILES | sEH activator | sEH inh | PostGolgi ctrl | S1P2 agonist | Mac1 fbg inh | S1P2 blocker | PLAP activator | PostGolgi yeast | E coli WT exp |
| --- | --- | --- | --- | --- | --- | --- | --- | --- | --- |
| O=C(CN1C(=O)c2ccccc2C1=O)NCC1CCCO1 (stereo not drawn) | · | · | 9 | -7 | 9 | 18 | 1.1 | 1 | -9 |
| COc1ccc2c(c1)C1NC(=S)N[C@@](C)(O2)C1C(=O)Nc1ccccc1 (stereo partly drawn) | 3 | -6 | 10 | -4 | 0 | -11 | 0.8 | -3 | 5 |
| COc1ccc(S(=O)(=O)NCC(c2cccnc2)N2CCN(c3ccccc3)CC2)cc1C (stereo not drawn) | -24 | 24 | 5 | -8 | -10 | 8 | 1.6 | 10 | -2 |
| Cc1c(C(=O)NCc2ccc3c(c2)OCO3)sc2nc(-c3ccc(F)cc3)cn12 | · | · | 3 | · | -2 | · | 1 | -1 | -1 |
| O=C(c1cccc(S(=O)(=O)N2CCCC2)c1)N1CCN(c2ccccc2)CC1 | -13 | 15 | 2 | -1 | -25 | 5 | 0.9 | 6 | -3 |
| CC(C)c1ccc(NS(=O)(=O)c2ccc3[nH]cc(C(=O)N4CCC(C(N)=O)CC4)c(=O)c3c2)cc1 | 3 | -6 | 1 | -4 | -1 | 9 | 1.1 | 1 | 11 |
| Cc1ccc(NC(=O)C(=O)NCCN2CCN(C(=O)C(c3ccccc3)c3ccccc3)CC2)cc1 | -8 | 6 | 0 | -6 | · | 6 | 1.1 | -1 | -4 |
| Cc1cc(C)cc(N2C(=O)CC(N(C(=O)c3ccco3)c3cc(C)cc(C)c3)C2=O)c1 (stereo not drawn) | 4 | -7 | 7 | 1 | 7 | -8 | 1.2 | 13 | -7 |
| CCCC(=O)Nc1ccc(C(=O)N2CCCC2)cc1 | 0 | 0 | 5 | -2 | -13 | 11 | 0.9 | -7 | -4 |
| COc1ccc(NC(=O)/C(Cl)=C(/Cl)S(=O)Cc2ccccc2)cn1 (stereo not drawn) | -1 | 1 | 80* | -7 | -24 | 101* | 0.8 | 107* | 8 |
| O=C(Nc1ccccc1)c1cnc(-c2ccccc2)nc1-c1ccccc1 | -1 | 2 | 11 | -3 | 21 | 9 | 1 | 1 | -11 |
| O=S(=O)(NCC1CCN(S(=O)(=O)c2ccccc2)CC1)c1ccccc1 | 0 | 2 | 10 | -4 | -18 | 0 | 1 | -11 | 4 |
| Cc1cc(C)n(C(=O)CCC(=O)NCc2ccccc2)n1 | -11 | 10 | -2 | -7 | -20 | -23 | 1.1 | -1 | 6 |
| Cc1ccc(NC(=O)COC(=O)C2=COCCO2)cc1 | 12 | -12 | -10 | -2 | -16 | 8 | 1.1 | 17 | 0 |
| COc1ccc(-n2c(SCC(=O)Nc3ccc4c(c3)OCO4)nc3ccccc3c2=O)cc1 | -5 | 4 | 54* | -3 | 7 | -18 | 1.6 | -3 | -14 |
| Cc1ccc(Nc2cc(-n3cccn3)ncn2)c(C)c1 | -3 | 0 | 18 | -4 | -17 | -15 | 0.8 | -2 | 8 |
| Cc1cccc(C)c1OCC(=O)Nn1c(COc2ccccc2)nc2ccccc2c1=O | -5 | 2 | 16 | -3 | -5 | 8 | 0.9 | -4 | -8 |
| O=S(=O)(c1ccccc1F)N(Cc1ccco1)Cc1nnc(-c2ccccc2Br)o1 | 8 | -4 | 15 | -5 | 0 | 13 | 1.2 | 3 | -27 |
| CCOc1ccc(NC(=O)N(CCN2CCOCC2)Cc2ccc3c(c2)CCCN3CC)cc1 | 11 | -11 | 4 | -8 | · | 7 | 1.3 | 0 | -3 |
| CCOC(=O)c1cnc(SCC(=O)Nc2ccc(NC(C)=O)c(OC)c2)nc1N | -6 | 7 | 5 | -13 | -2 | -5 | 1 | -10 | 0 |

Some of the entries so far, with two lines to a compound:
Second line of a record: sEH activator	sEH inh	PostGolgi ctrl	S1P2 agonist	Mac1 fbg inh	S1P2 blocker	PLAP activator	PostGolgi yeast	E coli WT exp
O=C(CN1C(=O)c2ccccc2C1=O)NCC1CCCO1 (stereo not drawn)
  ·	·	9	-7	9	18	1.1	1	-9
COc1ccc2c(c1)C1NC(=S)N[C@@](C)(O2)C1C(=O)Nc1ccccc1 (stereo partly drawn)
  3	-6	10	-4	0	-11	0.8	-3	5
COc1ccc(S(=O)(=O)NCC(c2cccnc2)N2CCN(c3ccccc3)CC2)cc1C (stereo not drawn)
  -24	24	5	-8	-10	8	1.6	10	-2
Cc1c(C(=O)NCc2ccc3c(c2)OCO3)sc2nc(-c3ccc(F)cc3)cn12
  ·	·	3	·	-2	·	1	-1	-1

(list continues)
| SMILES | sEH activator | sEH inh | PostGolgi ctrl | S1P2 agonist | Mac1 fbg inh | S1P2 blocker | PLAP activator | PostGolgi yeast | E coli WT exp |
| --- | --- | --- | --- | --- | --- | --- | --- | --- | --- |
| Cn1c(SCC(=O)Nc2nccs2)nnc1-c1ccc(S(=O)(=O)N2CCCC2)cc1 | 2 | 0 | 11 | -2 | -6 | 2 | 1.2 | -4 | 1 |
| CC1(C)CC(=O)C2=C(C1)Nc1ccccc1NC2c1ccc2c(c1)OCO2 (stereo not drawn) | 4 | -7 | 2 | -2 | -5 | 16 | 1 | -9 | -1 |
| COCCN1Cc2c(sc(C)c2C)N(C(=O)c2ccccc2)C1 | 8 | -8 | -1 | -5 | 0 | 10 | 0.9 | -1 | 5 |
| CCCn1c(N)c(C(=O)CSc2nnc(C3CC3)n2Cc2ccccc2)c(=O)[nH]c1=O | -8 | 10 | 2 | -5 | -43 | 4 | 1.2 | -1 | 3 |
| Cc1cc(NC(=O)c2ccc(NC(=O)CC(C)C)cc2)no1 | 5 | -5 | 3 | -4 | -2 | -8 | 0.8 | -4 | -6 |
| COc1ccccc1NC(=O)C1=C(C)NC2=C(C(=O)CCC2)C1c1ccc(C)o1 (stereo not drawn) | 3 | -5 | 18 | -4 | -13 | 18 | 1.1 | 3 | 2 |
| Cc1nn(Cc2ccc(Cl)c(Cl)c2)c(C)c1NC(=O)c1cc(C2CC2)on1 | · | · | 27 | · | 25 | · | 1.4 | -8 | -8 |
| CCOC(=O)C1C(c2cccc(Cl)c2Cl)NC(=O)NC1(O)C(F)(F)F (stereo not drawn) | -5 | 6 | 4 | -6 | 14 | -14 | 1 | 4 | -3 |
| O=C(NCCNC(=O)c1ccco1)c1cccc(F)c1 | · | · | 3 | · | 2 | · | 0.9 | -5 | 14 |
| O=C(CCN1C(=O)COc2ccccc21)NCCCN1CCN(c2ccc(F)cc2)CC1 | 9 | -6 | 1 | -4 | · | -12 | 1.4 | -1 | 3 |
| O=C(O)c1ccc(-c2ccco2)n1Cc1ccccc1 | 9 | -8 | 11 | -6 | -30 | -27 | 1 | -3 | -13 |
| COc1ccc(OCC(=O)c2c(O)c3ccccc3oc2=O)cc1 | 12 | -12 | 3 | -4 | -2 | -4 | 1.2 | 5 | 0 |
| CC(C)CC(NC(=O)OC(C)(C)C)C(=O)NCc1ccccc1 (stereo not drawn) | -4 | 6 | 7 | 0 | 2 | -11 | 0.9 | -1 | 0 |
| O=C1CC(c2ccccc2)CC(O)=C1C=NC1CCCCCC1 (stereo not drawn) | -2 | 5 | 24 | -4 | -1 | -3 | 1 | -11 | 4 |
| COc1ccccc1-c1noc(CCC(=O)Nc2ccccc2Cl)n1 | 5 | -1 | -3 | -8 | -25 | 12 | 1.2 | 8 | -7 |
| COc1ccccc1C(=O)N1CCN(c2cccc(Cl)c2)CC1 | -3 | 2 | 11 | -4 | · | 3 | · | -3 | 5 |
| CC1(C)OC(=O)C(=C2CCCN2)C(=O)O1 | -7 | 9 | -2 | 3 | -14 | -13 | 0.9 | -10 | 5 |
| CC1(C)CC(N(Cc2cccs2)C(=O)c2ccco2)CCO1 (stereo not drawn) | -17 | 16 | 8 | 0 | -16 | 14 | 1.5 | -4 | -1 |
| CCCn1nnc(NC(=O)c2ccc(Br)cc2)n1 | -4 | 4 | 7 | -7 | 9 | -4 | 1 | -3 | 3 |
| CCc1cc(C(=O)c2ccccc2OC)c(N)s1 | · | · | 10 | -5 | 5 | 22 | 0.9 | -6 | 0 |
| COC(=O)c1[nH]c2ccccc2c1NS(=O)(=O)c1ccc(F)c(C)c1 | -1 | 0 | 12 | -9 | -11 | -2 | 0.8 | 1 | 3 |
| Cc1ccc(C(=O)Nc2nnc(C)s2)o1 | -20 | 18 | 10 | 2 | 10 | -8 | 0.8 | 20 | 15 |
| COCCn1nnnc1C(c1ccccn1)N1CCN(c2cc(Cl)ccc2C)CC1 (stereo not drawn) | 4 | -2 | 10 | -3 | 0 | -3 | 1.6 | 5 | 7 |
| CCOC(=O)/C(C#N)=C(\N)C(C)C(=O)Nc1ccccn1 (stereo not drawn) | 11 | -14 | -4 | -12 | 8 | 14 | 0.9 | -11 | -1 |
| CCc1ccccc1N(CC(=O)OC)S(C)(=O)=O | 4 | 2 | 29 | -3 | -7 | 2 | 0.8 | -3 | 4 |
| C/C(CC(=O)Nc1ccccc1[N+](=O)[O-])=N\NC(=O)COc1ccccc1C | -10 | 12 | 5 | -8 | -12 | 4 | 1.3 | -1 | -3 |
| O=c1c2ccccc2sn1-c1cc(S(=O)(=O)N2CCOCC2)ccc1N1CCOCC1 | -26 | 26 | 6 | -4 | · | 4 | 1.4 | -1 | 7 |
| c1ccc2c(c1)oc1c(N3CCN(Cc4ccc5c(c4)OCO5)CC3)ncnc12 | 12 | -15 | 12 | -3 | 97 | 10 | 1.5 | 7 | -15 |
| Cc1sc(N/N=C/C=C/c2ccccc2)nc1-c1ccccc1 | 7 | -5 | 11 | -5 | -7 | -4 | 1 | 2 | -19 |
| COCCCNC(=O)c1ccc(N2CCCC2)c(NS(=O)(=O)c2ccc(C)cc2)c1 | · | · | 6 | -6 | 10 | -5 | 1.4 | 4 | -5 |
| Cn1c(SCC(=O)N2CCN(S(=O)(=O)c3ccccc3)CC2)nc2ccccc21 | · | · | 10 | -5 | · | -2 | 1.1 | -2 | -2 |
| O=C(O)C1C(C(=O)Nc2ccc(Cl)cc2)C2C=CC1C21CC1 (stereo not drawn) | 2 | -1 | -3 | -2 | -17 | 5 | 0.9 | 8 | 5 |
| COc1ccc(C)cc1S(=O)(=O)N(CC(=O)Nc1ccc2c(c1)OCCO2)Cc1ccccc1 | -1 | -1 | 8 | -3 | -32 | -13 | 1.8 | 3 | -17 |
| CN(CC(=O)NCCN1CCN(c2ccccc2)CC1)S(=O)(=O)c1ccc2c(c1)CCC(=O)N2 | 1 | -2 | 3 | -3 | -2 | 25 | 1.4 | -2 | 6 |
| CCc1ccccc1NC(=O)CSc1nc(-c2ccccc2)nn1C(=O)c1cccc([N+](=O)[O-])c1 | -6 | 7 | 6 | -7 | · | 7 | 1.1 | -2 | -3 |
| CC(=O)c1cnc2cc(C)nn2c1C | 2 | -2 | 9 | 0 | -13 | 21 | 0.9 | 11 | 2 |
| C#CC(CC)(CC)NC(=O)c1c(C)noc1C | · | · | -4 | · | -5 | · | 1 | 2 | 0 |
| N#C/C(=C\c1cc([N+](=O)[O-])c(N2CCCCC2)cc1N1CCCCC1)c1nn(-c2ccccc2)c(N)c1C#N | 4 | -3 | -1 | -3 | · | -11 | 0.9 | -4 | -9 |
| COc1ccc(C)cc1NC(=O)CN(C)S(=O)(=O)c1cnc[nH]1 | 24 | -24 | 11 | -4 | 4 | -22 | 1.3 | 12 | 0 |
| CCN1C(=O)C(O)(CC(=O)c2ccc3c(c2)OCCO3)c2ccccc21 (stereo not drawn) | · | · | 7 | -1 | 7 | 18 | 1.3 | 2 | -2 |
| COC(=O)c1cc2sccc2n1CC(=O)Nc1ccc(OC)c(OC)c1OC | 16 | -19 | 4 | -8 | -8 | 16 | 1.3 | -9 | -1 |
| CSc1nnc(-c2ccccc2)n1N | · | · | 19 | -1 | 14 | 24 | 1.1 | 3 | 1 |
| Nc1ncnc2c1CCC2 | -5 | 6 | 4 | -1 | -8 | 9 | 1 | 4 | 3 |
| CCOC(=O)C1CCCN(S(=O)(=O)Cc2ccccc2)C1 (stereo not drawn) | 9 | -9 | 4 | -5 | -1 | 13 | 1.2 | 1 | -4 |
| N#CC1=C(N)Oc2c(sc3ccccc23)C1c1ccco1 (stereo not drawn) | · | · | 14 | · | 13 | · | 0.9 | 5 | 10 |
| Cc1ccc(-c2nnn(CC(=O)Nc3ccccc3-c3ccccc3)n2)c(-n2cnnn2)c1 | -9 | 7 | 10 | -8 | -10 | -3 | 1.1 | -14 | 0 |
| CC(C)(C)NC(=O)COc1ccc(CNn2nnnc2N)cc1 | -5 | 5 | 0 | -1 | -3 | -1 | 1 | 4 | -10 |
